GPR55 antagonists = GPR55 antagonists blocking LPI-driven arrestin recruitment, primary screen, imaging, U2OS, beta-arrestin-GFP, LPI agonist (AID 2013). U2OS GPR55 beta-arrestin-GFP translocation imaging, LPI antagonism; higher % means a stronger effect. inhibition, % at 10 µM, or IC50 in µM where a hit was titrated. 290,000 tested, 0.13% active;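 active = spots per cell inhibited over 60%, with over 100 cells counted and total cytoplasm intensity under 500,000; inconclusive = wells with under 100 cells, flagged as likely toxic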;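 also: U2OS cells stably carrying GPR55 and arrestin-GFP stimulated by 5 µM LPI near EC80; imaged beta-arrestin-GFP aggregate spots per cell after agonist stimulation; plate controls were LPI-stimulated DMSO wells for no effect and DMSO wells without LPI for full effect; some results filed as inactive read as strong as hits; confirmed hits need IC50 under 10 µM and bright autofluorescent wells are also inconclusive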
MgcRacGAP inhibition = MgcRacGAP GTPase-activating activity inhibitors, confirmation, biochemical, ADP Hunter fluorescence; 340,000 tested, 0.6% active; inhibition, % at 30 µM, or IC50 in µM where a hit was titrated; MgcRacGAP-stimulated Rac1 GTP hydrolysis, ADP Hunter fluorescence; higher % means a stronger effect; GST-tagged Rac1 F28L mutant substrate; Rac GTPase-activating protein 1 (Homo sapiens);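 active = first-screen hits whose inhibition reached a set limit at any dose in the follow-up dose series; inconclusive = inhibition above the set first-screen limit but never retested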;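 also: fluorescence reports GDP produced by GAP-driven GTP hydrolysis; strong numbers were not always called active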
NTR1 agonist = agonists of NTR1, primary screen, imaging, U2OS cells, beta-arrestin-GFP, high content (AID 493036). Neurotensin receptor type 1 (Homo sapiens), P30989. NTR1-U2OS beta-arrestin-GFP spot imaging, agonist mode. activation, % at 20 µM. 330,000 tested, 0.17% active;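 active = activation at or above 40% of the spot to cytoplasm intensity ratio, with at least 20 cells analyzed; inconclusive = wells under 20 cells, flagged as cytotoxic or low count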;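 also: 0% = DMSO without peptide and 100% = 100 nM NTR1 peptide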
Target sequence (P30989 whole entry, looked up): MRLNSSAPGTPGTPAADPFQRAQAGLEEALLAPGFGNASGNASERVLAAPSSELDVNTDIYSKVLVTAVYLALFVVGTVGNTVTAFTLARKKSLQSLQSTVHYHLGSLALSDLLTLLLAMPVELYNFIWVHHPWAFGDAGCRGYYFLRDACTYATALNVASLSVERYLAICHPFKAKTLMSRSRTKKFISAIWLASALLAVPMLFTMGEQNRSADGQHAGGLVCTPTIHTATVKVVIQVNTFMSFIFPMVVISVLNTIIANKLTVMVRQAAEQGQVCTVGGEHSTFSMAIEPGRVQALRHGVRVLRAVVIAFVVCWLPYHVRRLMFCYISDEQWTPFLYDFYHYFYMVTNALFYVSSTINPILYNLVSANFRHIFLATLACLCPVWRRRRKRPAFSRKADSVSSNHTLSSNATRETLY
GPR35 antagonists = GPR35 antagonists blocking zaprinast-driven arrestin recruitment, primary screen, imaging, U2OS, beta-arrestin-GFP, zaprinast agonist (AID 2058). U2OS GPR35 beta-arrestin-GFP translocation imaging, zaprinast antagonism; higher % means a stronger effect. inhibition, % at 10 µM, or IC50 in µM where a hit was titrated. 290,000 tested, 0.052% active;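 active = inhibition of at least 50% with at least 30 cells and total cytoplasm GFP at most 10,000,000; inconclusive = under 30 cells or total GFP of 10,000,000 plus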
Siah-1 displacement = Siah-1 peptide-binding antagonists, primary screen, biochemical, fluorescence polarization, rhodamine-plectin, uHTS (AID 1817); E3 ubiquitin-protein ligase SIAH1 (Homo sapiens); Siah-1 / rhodamine-plectin peptide fluorescence polarization; higher % means a stronger effect; displacement, % at 20 µM, or IC50 in µM where a hit was titrated; 290,000 tested, 0.02% active;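 active = displacement of at least 50% at 20 µM, with a fluorescence ratio check between 0.3 and a set limit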;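 also: plate controls were Siah plus tracer with DMSO for no effect and tracer alone without Siah for full effect; strong numbers were not always called active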
LYP phosphatase = inhibitors of LYP phosphatase, biochemical, fluorescence intensity, uHTS (AID 1779) | one-dose inhibition, % at 11.5 µM; IC50 in µM for titrated hits | 290,000 tested, 0.054% active | recombinant LYP phosphatase, fluorescence intensity; higher % means a stronger effect | Tyrosine-protein phosphatase non-receptor type 22 (Homo sapiens); in the data active = inhibition above about 50%;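 also: plate controls were vehicle with enzyme for no effect and no enzyme for full effect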
HIV peptide binding = inhibitors of HIV fusion peptide binding, primary screen, biochemical, uHTS, fluorescence dequenching (AID 1986); inhibition, % at 20 µM, or IC50 in µM where a hit was titrated; cell-free peptide binding, fluorescence dequenching, 30 min; higher % means a stronger effect; 290,000 tested, 0.3% active; in the data active = inhibition mostly above about 52%, no sharp cut-off; inactive = mostly below about 76%; also: some results filed as inactive read as strong as hits
PhoP inhibition = inhibitors of PhoP regulon expression, primary screen, Salmonella Typhimurium, GFP reporter (AID 1863). S. Typhimurium PhoP-regulated promoter GFP reporter, 4 h; higher % means a stronger effect. inhibition, % at 50 µM; hits with a dose series show IC50 in µM. 300,000 tested, 0.16% active;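 active = inhibition over 29.93%, a cutoff 3 SD above the screen mean, later confirmed by dose response; inconclusive = inhibition over 29.93% but no dose response follow-up; inactive = inhibition at most 29.93% or unconfirmed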;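 also: 0% = low Mg2+ inducing control and 100% = high Mg2+ repressing control; strong numbers were not always called active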
Myeloid diff 2 = induction of myeloid progenitor differentiation, primary screen, cell-based, flow cytometry, MLPCN library. AID 624256, 2012. 360,000 tested, 1% active. ER-HoxA9 myeloid progenitors, lysozyme-GFP differentiation. calls only at 10 µM;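 active = normalized GFP-positive differentiation at or above the plate's own cutoff, the solvent-only control mean plus 3 SD; inconclusive = no clear call, values can overlap the other calls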;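 also: cells exposed to compound for four days before flow analysis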
NTR1 agonist cell count 20 µM = recorded beside NTR1 agonist, whose call it bears; cell count; measured here: cell count, cytotoxicity flag
Myeloid diff 2 GFP+ MAC1+ % = further read-out of Myeloid diff 2, marked with its call; GFP+ MAC1+ double positive, %; measured here: differentiation confirmed by MAC1 staining
Starred values were filed as active, the others as inactive; i = inactive; ? = inconclusive; / = no result given. Rows are unselected; any-hit rate near 2.4%.

smiles,GPR55 antagonists,MgcRacGAP inhibition,NTR1 agonist,NTR1 agonist cell count 20 µM,GPR35 antagonists,Siah-1 displacement,LYP phosphatase,HIV peptide binding,PhoP inhibition,Myeloid diff 2,Myeloid diff 2 GFP+ MAC1+ %
COc1ccc(C2Nc3ccccc3C(=O)N2NS(C)(=O)=O)cc1 (configuration not stated),-5%,-3%,-0.1,29,7%,2%,-9%,0.0%,0%,i,0.4
O=C(c1ccc2ccccc2c1)C1CCCN(C(=O)CCn2cnnn2)C1 (configuration not stated),-4%,9%,1.0,57,11%,-1%,-9%,0.6%,-1%,i,0.3
Cc1nn(-c2ccccc2C(F)(F)F)c(=O)c2noc(C)c12,10%,13%,0.1,52,18%,-1%,0%,2.7%,-7%,i,0.3
CCCC1(C(=O)O)NC(c2ccccc2O)C2C(=O)N(Cc3ccccc3)C(=O)C21 (configuration not stated),-6%,-1%,-3.1,74,2%,-1%,-6%,-0.6%,1%,i,2.6
Cc1cc(C(=O)N/N=C/c2ccc[nH]2)no1,6%,6%,0.8,52,-6%,0%,-5%,-0.8%,44%,i,2.1
COc1ccccc1OCc1ccc(C(=O)N2CCN(C)CC2)o1,9%,8%,1.3,59,7%,-5%,-4%,-2.4%,3%,i,0.5
CN(C)S(=O)(=O)c1cccc(COC(=O)CN2CCCCCC2=O)c1,0%,5%,0.6,43,-4%,11%,-9%,2.1%,1%,i,0.4
O=C(NN1C(=O)/C(=C/c2cccs2)SC1=S)c1cccnc1,-12%,/,1.8,45,0%,3%,-6%,-0.7%,-11%,i,0.5
COc1ccc2nc(SCC(=O)/C(C#N)=C(\C)N)[nH]c2c1,7%,6%,-0.5,51,1%,1%,1%,0.7%,2%,i,0.7
CCc1ccc(NC(=O)Nc2c(C)n(C)n(-c3ccccc3)c2=O)cc1,4%,-1%,-1.0,46,-3%,-2%,-10%,-1.3%,-13%,i,0.2
Cc1csc2c(=O)sc(NC(=O)c3ccc(F)cc3Cl)nc12,4%,5%,0.9,37,4%,38%,1%,8.8%,-3%,i,0.1
Cc1ccc(NC(=O)COC(=O)c2ccc3c(c2)NC(=O)C2CCCN32)cc1C (configuration not stated),-8%,/,/,/,1%,-9%,-3%,-1.9%,-2%,/,/

(continued)
smiles,GPR55 antagonists,MgcRacGAP inhibition,NTR1 agonist,NTR1 agonist cell count 20 µM,GPR35 antagonists,Siah-1 displacement,LYP phosphatase,HIV peptide binding,PhoP inhibition,Myeloid diff 2,Myeloid diff 2 GFP+ MAC1+ %
CCOc1ccc(S(=O)(=O)N(C)c2ccc(OCC(=O)NCC3CCCO3)cc2)cc1 (configuration not stated),-7%,1%,1.9,62,22%,1%,-7%,-1.2%,-8%,i,0.6
Cc1cccc([C@@H]2C[C@H]3CN(Cc4cccc(Cl)c4)C(=O)[C@]34CCCN24)n1,5%,7%,1.2,71,22%,-2%,-6%,1.8%,-2%,i,0.6
O=C(c1c[nH]c(C(=O)N2CCN(c3ccccc3F)CC2)c1)c1cccc(Cl)c1Cl,-12%,-1%,/,/,-2%,0%,-7%,1.6%,-4%,?,/
O=C(Nc1cccc(O)c1)c1cc(S(=O)(=O)N2CCCC2)ccc1Cl,9%,12%,-0.7,50,-5%,0%,-4%,0.9%,-9%,i,0.6
CCCCNC(=O)CCCN1C(=O)c2cccnc2Sc2ccccc21,7%,7%,-0.1,79,2%,-1%,-3%,1.0%,2%,i,0.1
COc1cccc(-c2nnc(SCc3nc4ccccc4[nH]3)n2N)c1,-14%,-13%,7.0,67,1%,0%,-6%,2.4%,2%,i,0.3
CCN(CCNC(=O)C1=C(C)C(=O)OC12CCC(C)CC2)c1ccccc1 (configuration not stated),-4%,8%,3.9,64,-6%,-2%,-6%,-2.6%,-1%,i,0.6
Cc1ccc(Cl)cc1N1CCN(C(=O)CCC(=O)O)CC1,2%,1%,7.8,92,9%,2%,-13%,0.5%,4%,i,1.0
COc1ccccc1Nc1nnc(SCc2cc(=O)n3ccsc3n2)s1,-5%,2%,0.2,68,0%,4%,-1%,-0.2%,-1%,i,0.9
O=C(CCC(=O)OCc1ccc(Cl)cc1)Nc1ccccc1,14%,14%,-0.5,83,-6%,3%,1%,-1.2%,-12%,i,0.5
Cc1c(NC(=O)c2ccc(-c3ccccc3)cc2)cccc1C(=O)O,5%,4%,0.9,58,-4%,10%,-9%,2.6%,3%,i,0.1
CC(C)NC(=O)NC(=O)CSc1ncccn1,7%,7%,1.7,34,-7%,4%,-7%,0.7%,8%,i,0.5

(cont.)
smiles,GPR55 antagonists,MgcRacGAP inhibition,NTR1 agonist,NTR1 agonist cell count 20 µM,GPR35 antagonists,Siah-1 displacement,LYP phosphatase,HIV peptide binding,PhoP inhibition,Myeloid diff 2,Myeloid diff 2 GFP+ MAC1+ %
NC(=O)NC(c1ccc(Cl)cc1)c1ccccc1Cl (configuration not stated),4%,-2%,3.3,45,0%,10%,-5%,0.6%,-4%,i,0.4
c1ccc(OCc2noc(CN3CCC(C4CCCCC4)C3)n2)cc1 (configuration not stated),6%,1%,-1.1,89,8%,-4%,1%,-0.5%,-10%,i,0.4
CC(C)OCCCNC(=O)c1ccccc1NC(=O)C1=CSCCO1,6%,13%,-0.5,69,14%,8%,-1%,-0.3%,2%,i,0.5
Cc1ccc(NCc2nnc(SCC(=O)O)n2Cc2ccccc2)cc1Cl,-8%,/,0.6,23,-1%,0%,-7%,4.6%,8%,i,0.0
O=C(CN1CCCN(Cc2ccc(F)cc2Cl)C1=O)NC1CCCCCCC1,11%,8%,4.5,56,6%,3%,0%,2.0%,1%,i,6.9
Cc1ccn2c(C(=O)N/N=C/c3ccc(CNC(=O)C(=O)Nc4ccc(C)c(C)c4)o3)c(C)nc2c1,8%,/,0.3,60,2%,-2%,4%,3.1%,5%,/,/
COc1ccc(C(=O)c2ccc(OC)c(Br)c2)cc1Br,6%,4%,8.5,70,16%,5%,-3%,2.7%,2%,i,0.8
CCc1cc(=O)[nH]c(SC/C=C/c2ccccc2)n1,-4%,10%,-0.2,65,0%,8%,-10%,0.5%,-3%,i,0.5
CCN(CC)c1ccc(C(=O)OCC(=O)Nc2sccc2C#N)cc1,8%,2%,4.0,50,-4%,0%,3%,4.4%,0%,i,0.1
COc1cccc(/C=C2/C(=O)NN(c3ccc(F)cc3)C2=O)c1,14%,17%,2.9,111,3%,-3%,3%,29%,9%,i,0.1
CCCc1cc(=O)oc2cc(C)cc(OC(C)C(=O)N[C@@H](Cc3c[nH]c4ccccc34)C(=O)O)c12 (some centres not stated),-8%,7%,-0.8,87,16%,3%,-4%,5.2%,8%,i,2.7
CCCCNC(=O)N1CCN(S(C)(=O)=O)CC1,0%,6%,-0.3,95,6%,1%,4%,1.4%,4%,i,1.1

Following part.
smiles,GPR55 antagonists,MgcRacGAP inhibition,NTR1 agonist,NTR1 agonist cell count 20 µM,GPR35 antagonists,Siah-1 displacement,LYP phosphatase,HIV peptide binding,PhoP inhibition,Myeloid diff 2,Myeloid diff 2 GFP+ MAC1+ %
COc1cccc(NC(=O)c2cccc(OC)c2OC)c1,-3%,6%,-4.9,91,5%,-5%,-5%,0.1%,-1%,i,1.2
Cc1ccc(CNC(=O)CN(C)S(=O)(=O)c2cnc[nH]2)cc1,6%,8%,3.5,34,4%,5%,-8%,0.4%,3%,i,0.3
COc1ccc(/C=C(/NC(=O)/C=C/c2ccccc2)C(=O)NCCCCCC(=O)O)cc1,11%,6%,1.0,51,1%,4%,-7%,2.6%,-2%,i,0.3
CCOC(=O)c1cn(CC)c2ccc(S(=O)(=O)N3CC(C)CC(C)C3)cc2c1=O (configuration not stated),-8%,7%,-0.3,89,-6%,-1%,-2%,2.0%,-4%,i,0.8
Cc1ccc(C(=O)COC(=O)CCC(=O)NC2CCCCC2)cc1C,2%,6%,-6.1,95,2%,0%,-4%,-1.6%,0%,i,0.3
O=C(CSc1nnc(CNC(=O)c2ccco2)o1)Nc1ccc(F)cc1,-3%,-3%,0.3,60,1%,7%,-8%,-0.3%,-2%,i,1.1
COC(=O)c1cc(OC)c(OC)cc1NC(=O)c1ccccc1C,5%,10%,3.5,76,-14%,-4%,2%,0.1%,2%,i,0.3
COC(=O)C(C)n1nnc2sc(-c3ccccc3)cc2c1=O (configuration not stated),21%,0%,-0.7,44,-3%,7%,1%,3.2%,-7%,i,0.6
COc1ccccc1NC(=O)Nc1ncccc1C,9%,7%,-0.5,85,25%,-4%,9%,3.6%,-8%,i,1.1
COc1ccc(C(=O)NNC(=O)CSc2nnc(COc3ccc4ccccc4c3)n2C)cc1,13%,3%,1.4,90,14%,0%,-2%,-1.3%,4%,i,1.7
CSc1cccc(NC(=S)N(CCN(C)C)C(C)c2ccncc2)c1 (configuration not stated),-2%,4%,-0.7,64,-16%,4%,-5%,0.0%,-5%,i,0.5
O=C1Nc2cc(Cl)cnc2N2CCCC12 (configuration not stated),12%,20%,4.2,55,-14%,4%,-6%,6.0%,7%,i,2.0
O=C(Nc1ccc2c(c1)C(=O)NC2=O)c1cccc(Cl)c1,13%,-2%,2.2,68,-7%,29%,-4%,-0.7%,/,i,1.4
COc1ccc(-c2csc(N(CC3CCCO3)C(=O)c3ccccc3)n2)cc1 (configuration not stated),1%,9%,-0.8,89,-7%,1%,10%,-0.8%,4%,i,0.3

Screening results as filed in PubChem BioAssay.
